IMPase Li inh: qHTS Assay for Identifying the Cell-Membrane Permeable IMPase Inhibitors: Potentiation with Lithium. AID 1457, 2008. 210,000 tested, 0.35% active. Potency, µM (doses to about 59.4 µM), for the others: top-dose activity, negative = IMPase inhibition, actives largely listed as inhibitors. CHO-M1 cells, IP1 TR-FRET (IP-One), carbachol + lithium;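 also: IP1 builds up when IMPase is blocked and the TR-FRET signal falls; potency is read from the fitted curve at half-maximal effect; plate controls were basal vehicle for no effect and high inhibitor control for full effect; nearly all actives have a fitted effect of over 50% in size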
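Concentration–response in CHO-M1 cells, lithium-potentiated; 30 min at 37C. IP1 detected by competitive TR-FRET after 10 min lysis at RT. Hill-fitted AC50.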
HTT aggregate: qHTS Multiplex Assay to Identify Dual Action Probes in a Cell Model of Huntington: Aggregate Formation (GFP) | Potency, µM (doses to about 46.1 µM), for the others: top-dose activity change, negative = inhibition, most hits filed as inhibitors | AID 1688, 2009 | PC12 HttQ103-GFP aggregates, Acumen cytometry, 40 h | 220,000 tested, 1.1% active; also: potency is read from the fitted curve at half-maximal effect; % is scaled to controls: 0 for no effect and ±100 for the full control effect; nearly all actives have a fitted effect of over 60% in size
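Multiplexed with ATP-based cell death, this channel scores GFP aggregates in PC12 cells expressing inducible HTTex1-Q103-GFP. Induction used 100 nM tebufenozide; compounds were tested in concentration series.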
Luc counter: Counterscreen for Luciferase (Kinase-Glo TM) Inhibition. Potency, µM (highest dose often 38.3 µM), for the others: at the top dose activity change, negative = inhibition, usual class: inhibitors. Luciferin 4-monooxygenase (Photuris pensylvanica), Q27757. 200,000 tested, 0.28% active. Kinase-Glo luciferase, ATP luminescence, 8 min. AID 1379, 2008; also: potency is read from the fitted curve at half-maximal effect; % is scaled to controls: 0 for no effect and ±100 for the full control effect; nearly all actives have a fitted effect of over 60% in size
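Luminescence was the read-out, taken after 8-minute incubation at ambient temperature. Luciferase turned over luciferin with 10 uM ATP in imidazole pH 7.2 buffer containing KCl, MgCl2, Tween 20 and BSA.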
HTT cytoprotect: qHTS Multiplex Assay to Identify Dual Action Probes in a Cell Model of Huntington: Cytoprotection (ATP) | 230,000 tested, 0.14% active | PC12 HTT-Q103 induced, cytoprotection, ATP luminescence, 40 h | Potency, µM (highest dose often 56.4 µM), for inactives: cytoprotection (ATP increase), hits mostly activators;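 also: potency is read from the fitted curve at half-maximal effect; % of control where 0% means no effect; nearly all actives have a fitted effect of over 45% in size; toxic huntingtin expression switched on by the ecdysone agonist tebufenozide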
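PC12 cells stably carrying ecdysone-inducible Htt exon 1 (Q103)–GFP were induced with 100 nM tebufenozide (final) alongside library compounds in a dose series. Cytoprotection was scored as retained ATP by ATPlite luminescence.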
SMN2 splice up: qHTS Assay for Enhancers of SMN2 Splice Variant Expression; 210,000 tested, 2.8% active; Potency, µM (series often up to 46.1 µM), for inactives: at the top dose activity change, positive = activation, usual class: activators; HEK293 SMN2-luciferase splicing reporter, luminescence, 30-36 h; also: potency is read from the fitted curve at half-maximal effect; % of control where 0% means no effect; nearly all actives have a fitted effect of over 55% in size
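HEK293 cells carry an SMN2 minigene-luciferase reporter in which exon 7 inclusion puts luciferase in frame. Cells were seeded at 2000 cells/well, attached for 10-12 hours, then exposed to compounds for 30-36 hours at 37C before ONE-Glo luminescence.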
CBFb-RUNX1 inh: qHTS Assay for Compounds Blocking the Interaction Between CBF-beta and RUNX1 for the Treatment of Acute Myeloid Leukemia | Runt-related transcription factor 1 (Homo sapiens) + Core-binding factor subunit beta … | AlphaScreen CBFb-His/RUNX1-biotin binding, biochemical | Potency, µM (doses to about 59.8 µM), for inactives: top-dose activity, negative = inhibition, most hits filed as inhibitors | 230,000 tested, under 10 active; also: % of control where 0% means no effect
Target sequence (Q01196 whole entry, looked up): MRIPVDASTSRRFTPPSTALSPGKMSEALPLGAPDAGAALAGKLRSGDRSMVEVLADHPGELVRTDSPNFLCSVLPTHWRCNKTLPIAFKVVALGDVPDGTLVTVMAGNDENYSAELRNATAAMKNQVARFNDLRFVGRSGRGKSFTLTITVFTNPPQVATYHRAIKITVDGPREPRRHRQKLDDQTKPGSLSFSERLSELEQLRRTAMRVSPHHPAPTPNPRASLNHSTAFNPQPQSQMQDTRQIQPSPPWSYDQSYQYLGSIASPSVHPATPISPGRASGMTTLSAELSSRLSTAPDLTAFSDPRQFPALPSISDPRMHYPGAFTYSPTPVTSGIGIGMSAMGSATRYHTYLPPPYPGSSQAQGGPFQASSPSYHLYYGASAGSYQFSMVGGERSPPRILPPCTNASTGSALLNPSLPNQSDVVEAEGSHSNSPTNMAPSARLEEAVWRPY
Target sequence (Q13951 whole entry, looked up): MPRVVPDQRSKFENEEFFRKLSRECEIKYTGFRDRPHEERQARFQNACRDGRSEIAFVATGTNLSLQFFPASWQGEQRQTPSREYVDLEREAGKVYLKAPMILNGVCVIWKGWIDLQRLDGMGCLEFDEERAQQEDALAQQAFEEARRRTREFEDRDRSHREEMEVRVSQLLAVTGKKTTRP
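CBF-beta (His) and RUNX1 (biotin), 30 nM each; 20 min preassociation; + compound, 15 min; + beads 50 ng each (Ni, streptavidin), 90 min; RT; AlphaScreen read.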
Lamin A splicing: qHTS Assay for Modulators of Lamin A Splicing. HeLa LMNA splicing GFP/RFP minigene ratio, 48 h. 200,000 tested, 0.01% active. Potency, µM (doses to about 46.1 µM), inactives show at the highest dose ratio change, negative = inhibition, most hits filed as inhibitors; active = well fitted inhibition curve with a large enough effect in the signal ratio, with a control signal flat, not every such curve was filed as active; inconclusive = small, poorly fitted or top-dose-only effect, or effect the other way, or a change in a side signal; the % refers to the signal ratio; also: potency is read from the fitted curve at half-maximal effect; % is scaled to controls: 0 for no effect and ±100 for the full control effect
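Read-out is the ratio of GFP to DsRed2 object intensity, acquired by 488 nm laser-scanning cytometry on HeLa lamin A-EGFP minigene reporter cells. Compound incubation 48 hrs at 37 °C in Opti-MEM with 2% FBS; DMSO 0.5% final.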
Numbers without * were called inactive; ? = inconclusive; . = no result given; & = joins results of further samples; [ ] = another dose, or the depositor's remark. Unless noted, calls follow the shape of the dose curve; as a rule, active = well fitted curve in the direction sought with a large enough effect; inconclusive = small, poorly fitted or top-dose-only effect, or another doubt; inactive = no such curve, though single readings can be large; an effect the other way counts as inactive or inconclusive.

SMILES	IMPase Li inh	HTT aggregate	Luc counter	HTT cytoprotect	SMN2 splice up	CBFb-RUNX1 inh	Lamin A splicing
COc1cccc(C=Nc2ccccc2C(=O)Nc2nccs2)c1OC	-22%[38.3 µM]	-4%	5%	-30%	-6%	27%	4%
CCC(=O)c1ccc(OCC(=O)N2CCCC2)c(OC)c1	1%	1%[9.22 µM]	0%	26%[10 µM]	.	-18%	-7%[46 µM]
O=C(NC1CCCCCC1)c1cccs1	28%[38.3 µM]	6%	-18%	-9%[10 µM]	6%	-1%	1%
Cc1nn(CC(=O)NCc2cc3ccccc3[nH]2)c(C)c1[N+](=O)[O-]	-3%	0%	-1%	-17%[10 µM]	-3%	-2%	-17%
Cc1ccc(NC(=O)CSc2nc(=O)cc(N)n2-c2ccccc2)cc1	22%[38.3 µM]	-3%	-6%	8%	-8%	1%	15%
CS(=O)(=O)Nc1ccc(C2=NN(C(=O)c3ccco3)C(c3ccc(F)cc3)C2)cc1 (configuration not stated)	0%	-21%	3%	-149%[inhibitor]	-56%	-6%	?
COc1cc2c(cc1OC)C(C(=O)NCc1ccco1)C(c1cccs1)N(C)C2=O (configuration not stated)	9%[38.3 µM]	-2%	0%	-5%	1%	-11%	4%
Cc1ccc(C(=O)c2no[n+]([O-])c2C(=O)c2ccc(C)cc2)cc1	3%	?	3%	.	-15%	6%	28%
O=CN(/C=C1\Sc2ccccc2C1=O)Cc1ccccc1	4%[38.3 µM]	15%	-4%	-7%	-4%	-6%	-3%
Cc1onc(-c2c(F)cccc2Cl)c1C(=O)Nc1c(C)n(C)n(-c2ccccc2)c1=O	.	-6%	0%	-15%	.	5%	-3%
COc1cccc(/C=N/NC(=O)c2ccc([N+](=O)[O-])cc2Cl)c1O	3%	7.1µM*	3%	-79%[inhibitor][10 µM]	-72%[inhibitor]	?	?
O=C(Nc1ccccc1)N1CCC(n2c(=O)[nH]c3ccccc32)CC1	-18%[38.3 µM]	-9%	-3%	-14%	0%	-2%	-4%
Cc1ccc(S(=O)(=O)N/N=c2\oc3ccccc3cc2C(=O)Nc2cccc(C)c2)cc1	0%	8%	-5%	18%[10 µM]	12%	14%	2%
Cc1ccc(CSCCC(=O)NCCC2=CCCCC2)cc1	-5%	?	2%	14%[10 µM]	-8%	-1%	6%
Cc1cc(C)c2nc(/N=C(\N)NC(=O)Nc3ccccc3)nc(C)c2c1	10%	-6%	-1%	6%[10 µM]	-65%[inhibitor]	-3%	?
CCCCn1c(=O)nc2n(-c3ccccc3C)c3ccccc3cc-2c1=O	5%	19%	-2%	-22%[10 µM]	-26%	16%	-6%
C[C@H](NS(=O)(=O)c1ccccc1F)C(=O)OCC(=O)N1CCc2ccccc21	7%[38.3 µM]	3%	-2%	-12%	-9%	3%	16%
O=C(NCCN1C(=O)S/C(=C/c2ccccc2)C1=O)C1CCCN1C(=O)c1cccs1 (configuration not stated)	.	?	.	22%[10 µM]	.	-2%	-6%
Cc1c(Cl)cccc1-n1c(SCC(=O)NCc2ccccc2Cl)nnc1-c1ccncc1	13%[38.3 µM]	?	4%	-29%	-11%	-1%	-3%
N#Cc1cc(N)ccc1Sc1ccc(Cl)cc1	-9%[38.3 µM]	-16%	-2%	10%	6%	1%	7%
CC(=O)C1=C(C)NC(SCC(N)=O)=C(C#N)C1C (configuration not stated)	19%[38.3 µM]	-17%	-3%	9%	?	-1%	6%
CCN(CC)CCCNC(=O)Cn1nc(-c2ccccc2)ccc1=O	16%[38.3 µM]	-4%	1%	4%	3%	3%	5%
Cn1c(=O)c2[nH]c(N3CCN(c4cccc(O)c4)CC3)nc2n(C)c1=O	-4%	23%	.	15%	.	-7%	.
CCOC(=O)c1cc(/C(C)=N/OC(=O)c2ccc(Cl)cc2)on1	.	-2%[9.22 µM]	.	13%[10 µM]	.	2%	.
COc1ccc(NC(=S)NCCc2c[nH]c3ccc(OC)cc23)c(OC)c1	3%[38.3 µM]	-20%	0%	-12%	-13%	0%	0%

Some entries already given, showing only IMPase Li inh:
SMILES	IMPase Li inh
CCC(=O)c1ccc(OCC(=O)N2CCCC2)c(OC)c1	1%
O=C(NC1CCCCCC1)c1cccs1	28%[38.3 µM]
Cc1nn(CC(=O)NCc2cc3ccccc3[nH]2)c(C)c1[N+](=O)[O-]	-3%
Cc1ccc(NC(=O)CSc2nc(=O)cc(N)n2-c2ccccc2)cc1	22%[38.3 µM]

Next records follow:
SMILES	IMPase Li inh	HTT aggregate	Luc counter	HTT cytoprotect	SMN2 splice up	CBFb-RUNX1 inh	Lamin A splicing
CC(CC(=O)N1CCN(c2ccc(C(F)(F)F)cn2)CC1)n1ccnc1 (configuration not stated)	-9%	-17%	-2%	-18%	-34%[inhibitor]	18%	.
O=c1[nH]c(CSc2ccccn2)nc2c1oc1ccccc12	-11%	-2%[9.22 µM]	-18%	-18%	1µM*	12%	.
CC1CCc2c(sc3ncnc(N4CCOCC4)c23)C1 (configuration not stated)	1%[38.3 µM]	-32%	-2%	6%[10 µM]	-19%	5%	10%
C=CCn1c(N)c(C(=O)Nc2ccc(C)c(C)c2)c2nc3ccccc3nc21	18%[38.3 µM]	10%	1%	-8%	1%	2%	?
Cc1ccc(N/C(N)=N/c2nc(C)cc(C)n2)cc1	1%	-4%	1%	.	-18%	-4%	?
O=C(c1ccco1)N1CCN(c2ccc(F)cc2)CC1	4%	.	-4%	.	23%	1%	5%[46 µM]
O=C1C=C(O)c2ccccc2C1=O	25%&13%	.	-1%&-5%	-65%[inhibitor]	3%&4%	-27%	13%
Cc1cccc(C)c1NC(=O)c1cccc2c1-c1ccccc1C2=O	-4%	-18%	-8%	32%[1.9 µM]	16%	-1%	-13%
O=C(CNC(=O)OCc1ccccc1)Oc1cc2oc(=O)cc(-c3ccccc3)c2cc1Cl	4%	7.1µM*	0%	-5%[10 µM]	-17%	26%	?
CCCC[C@H]1C(=O)N(c2ccccc2)N(c2ccc(O)cc2)C1=O	5%	-87%[20.6 µM]	-2%[17.1 µM]	-381%[inhibitor][17.1 µM]	-2%[20.6 µM]	-12%[21.7 µM]	?
COc1ccc(N(C)C(=O)Nc2ccc3c(c2)nnn3C)cc1	4%[38.3 µM]	-6%	9%	-1%	-12%	1%	8%
O=C(Cn1cc(/C=C\[N+](=O)[O-])c2ccccc21)Nc1ccccc1	.	13%[9.22 µM]	.	8%[10 µM]	.	-14%	.
Cc1ccc(N/N=C2\CC(=O)c3ccccc32)cc1Cl	8%	-24%[9.22 µM]	.	-10%[10 µM]	.	4%	.
COc1ccc(C2c3ccc(O)cc3Oc3ncn(Cc4ccco4)c(=N)c32)cc1OC (configuration not stated)	.	-6%[9.22 µM]	.	-7%[10 µM]	.	-1%	.
CN(Cc1cn(-c2ccccc2)nc1-c1ccc2c(c1)OCO2)Cc1nccn1C	12%	-17%[9.22 µM]	0%	-9%[10 µM]	.	-3%	.
CSc1nc2ccc(NS(=O)(=O)c3cccc(Cl)c3Cl)cc2s1	12%	2%	0%	-12%[10 µM]	-14%	-4%	?
COC(=O)Cc1cn(-c2ncc(C(F)(F)F)cc2Cl)c2ccccc12	-22%[38.3 µM]	13%	2%	-8%[10 µM]	-26%	11%	7%
COCCn1c(C)cc(C(=O)CSc2nnc3ccccn23)c1C	-6%[38.3 µM]	1%	?	-30%	?	-2%	18%
O=C(NCc1ccco1)c1ccc(Cl)s1	12%	-14%	2%	-1%	-14%	3%	.
Cc1ccc(OCC(=O)N/N=C\c2ccc(-c3cccc(C(=O)O)c3)o2)c(C)c1	9%	13%	-1%	8%[10 µM]	29%	1%	-11%
COc1ccccc1C(=O)C1CCCN(C(=O)c2cn3cc(Cl)ccc3n2)C1 (configuration not stated)	-3%	20%[9.22 µM]	-3%	43%[10 µM]	.	1%	-7%[46 µM]
CCOC(=O)c1cc(-c2ccc(/C=C3/C(=O)NC(=O)C(C#N)=C3C)o2)ccc1Cl	-20%[38.3 µM]	11%	1%	-15%	0%	-23%	-4%
CCC(C(=O)NC(C)CCc1ccccc1)n1nc(C)n2c(cc3occc32)c1=O (configuration not stated)	4%[38.3 µM]	11%	4%	-14%	-18%	-3%	?
O=C(Nc1nc(-c2ccccc2)cs1)C1CCCCN1S(=O)(=O)c1ccc(Cl)cc1 (configuration not stated)	30%[38.3 µM]	?	-2%	-76%[inhibitor]	-40%[inhibitor]	-1%	-23%
CCCc1cc(-c2nc(-c3ccc(Br)cc3)cs2)ccn1	2%	-14%	0%	19%[10 µM]	-13%	?	?
Later entries.
SMILES	IMPase Li inh	HTT aggregate	Luc counter	HTT cytoprotect	SMN2 splice up	CBFb-RUNX1 inh	Lamin A splicing
Cc1cc(C)n2nc(S(=O)(=O)N(C)c3ccccc3)nc2n1	34%[38.3 µM]	-24%	0%	-3%	5%	18%	-13%
COC(=O)C1=NNC2(c3ccc(C)cc3)C(=O)N(c3ccc(C)cc3)C(=O)C12 (configuration not stated)	19%	-12%[9.22 µM]	-2%	-17%[10 µM]	.	-5%	?
Cc1cc(C(=O)Cn2nc(C(=O)O)c3ccccc3c2=O)c(C)n1-c1ccc(F)cc1	4%	11%	0%	.	?	-8%	?
CNC(=O)CN(C1CCCCC1)S(=O)(=O)c1ccc(OC)c(Cl)c1	6%[38.3 µM]	7%	-5%	1%[10 µM]	4%	10%	-4%
Cc1ccc(C)c(NC(=O)COC(=O)Cc2ccsc2)c1	-1%	-7%	2%	-5%	21%	6%	.
O=C(CSc1nnnn1-c1ccc2c(c1)OCO2)NCc1ccccc1	9%[38.3 µM]	-4%	-1%	-23%[10 µM]	0%	5%	-23%
NC(=O)C1CCN(C(=O)c2ccco2)CC1	-8%	8%	1%	-2%[1.9 µM]	-47%[inhibitor]	5%	3%
